TDP1 inh: TDP1 (human) enzyme inhibition; AID 485290; 350,000 compounds, 0.28% hits; recombinant TDP1, AlphaScreen DNA substrate cleavage; Potency, µM (titrated, usually from 130 µM), for inactives: at the top dose activity change, negative = inhibition, actives largely listed as inhibitors; Q9NUW8; also: nearly all actives have a fitted effect of over 40% in size
Target sequence (Q9NUW8 whole entry, looked up): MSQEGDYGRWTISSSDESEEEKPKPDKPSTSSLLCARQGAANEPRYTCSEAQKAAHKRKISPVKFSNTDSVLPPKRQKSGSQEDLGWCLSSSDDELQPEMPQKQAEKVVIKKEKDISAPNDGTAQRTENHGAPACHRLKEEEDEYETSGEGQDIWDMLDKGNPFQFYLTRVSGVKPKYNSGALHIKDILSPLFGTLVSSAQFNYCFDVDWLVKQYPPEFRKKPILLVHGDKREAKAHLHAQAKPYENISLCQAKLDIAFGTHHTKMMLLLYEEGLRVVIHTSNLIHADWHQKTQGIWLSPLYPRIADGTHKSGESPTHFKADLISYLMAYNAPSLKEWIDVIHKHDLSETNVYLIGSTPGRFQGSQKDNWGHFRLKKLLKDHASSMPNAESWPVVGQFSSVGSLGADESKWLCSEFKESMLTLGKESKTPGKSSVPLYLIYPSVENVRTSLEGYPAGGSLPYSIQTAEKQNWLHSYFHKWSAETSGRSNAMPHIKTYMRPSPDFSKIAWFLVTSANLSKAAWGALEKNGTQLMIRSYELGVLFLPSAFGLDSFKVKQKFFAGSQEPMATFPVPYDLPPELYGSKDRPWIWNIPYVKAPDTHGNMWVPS
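Recombinant E. coli-expressed Tdp1 (1 nM) preincubated with compound 15 min at RT, then 5'-biotin/3'-phosphotyrosine-FITC DNA substrate (15 nM) added for 5 min. AlphaScreen beads (10 ug/ml) added, 10 min RT; tyrosine-FITC cleavage read as signal loss.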
TDP1 cell noCPT: qHTS for Inhibitors of human tyrosyl-DNA phosphodiesterase 1 (TDP1): qHTS in cells in absence of CPT; 420,000 compounds, 15% hits; Potency, µM (highest dose often 46.2 µM), for inactives: top-dose activity change, negative = growth inhibition, usual class: inhibitors; DT40 Tdp1-/- hTDP1 cells, no CPT, ATP luminescence, 48 h; AID 686978, 2013; also: nearly all actives have a fitted effect of over 55% in size
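A cellular qHTS used chicken DT40 cells lacking endogenous Tdp1 but carrying stably transfected human TDP1. Compounds were applied without camptothecin, and cell growth kinetics were judged by ATP-dependent luminescence after ≥48 hr.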
N370S GC: inhibitors or activators of N370S glucocerebrosidase for Gaucher disease; P04062; N370S GC spleen homogenate, 4MU-glucoside fluorescence; Potency, µM (titrated, usually from 59.4 µM), without a hit: at the top dose activity change, negative = inhibition, usual class: inhibitors; 330,000 compounds, 0.092% hits;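 also: 0% = full enzyme activity and -100% = no enzyme basal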
Starred values were filed as active, the others as inactive; ? = inconclusive; . = not tested or not shown; & = joins results of further samples; [ ] = dose if it differs, or a comment. Calls follow the shape of the dose curve; as a rule, active = well fitted curve in the direction sought with a large enough effect; inconclusive = small, poorly fitted or top-dose-only effect, or another doubt; inactive = no such curve, though single readings can be large; an effect the other way counts as inactive or inconclusive. Unless noted, % is scaled to controls: 0 for no effect and ±100 for the full control effect; potency is read from the fitted curve at half-maximal effect.

SMILES	TDP1 inh	TDP1 cell noCPT	N370S GC
Cc1ccc(S(=O)(=O)NCCC(=O)NCc2ccc3c(c2)OCO3)cc1C	6%	-2%	-16%
Cc1ccc(NC(=O)CN(C)C(=O)CSc2ccc3c(c2)OCCO3)cc1	2%	4%	.
O=C(CNC(=O)c1sc2ccccc2c1Cl)NCc1cccc(C(F)(F)F)c1	-3%	-30%	-5%
C#CCNC(=O)C1=C[C@@H](C2CC2)C[C@@H](OCCCCO)O1	0%	-6%	8%
CCC(CC)C(=O)OCc1cc(=O)n2nc(C3CC3)sc2n1	6%	?	.
Cc1cc2c(OCC(O)CNC(C)(C)C)cccc2[nH]1 (stereo not given)	-1%	-12%	-15%
Cc1ccc(S(=O)(=O)N(C)c2cc(S(=O)(=O)N3CCC(C)CC3)c(C)cc2C)cc1	-6%	?	18%
Clc1cccc(Cl)c1-c1nnc2cccc(Cl)n12	2%	?	0%
Nc1nnc(SCC(=O)OCC(=O)c2ccccc2)s1	-1%	-1%	-10%
CCOC(=O)c1csc(NC(=O)CSc2nnnn2-c2ccc(OCC)cc2)n1	0%	?	12%
COCc1cc(C)nc(SCC(=O)Nc2cccc(C)c2)c1C#N	5%	-5%	8%
Cn1nc(C(=O)OCC(=O)c2ccc(Cl)cc2)c2ccccc2c1=O	0%	6%	.
CSc1ccc(CCNC(=O)c2ccc3c(c2)nc2n3CCC(C)C2)cc1 (stereo not given)	11%	13µM*	.
O=C(COC(=O)c1ccc[nH]c1=O)NCC1CCCO1 (stereo not given)	-3%[56.1 µM]	-37%	-5%
C[C@@H](C(=O)Nc1ccc2ccccc2c1)[C@H]1C[C@]1(C)[C@H](NC(=O)c1cccnc1)c1ccccc1	4%&7%	?	-9%&10%
CCCCCN(C(=O)NC(=O)Nc1ccccc1C)S(C)(=O)=O	-2%	?	6%
Cc1nn(C)cc1CNC(=O)/C=C/c1cnn(C)c1	-3%	1%	-1%
COC(=O)c1ccccc1NC(=O)c1cnc(Nc2ccc(OC)cc2)c2ccccc12	0%	9.2µM*	.
COCCCNc1nc2cc(OC)c(OC)cc2c2nc(-c3ccccc3)nn12	-1%	7.3µM*	-5%
CSc1nc(C(C)C)ccc1CNC(=O)CC(C)c1ccccc1 (stereo not given)	.	23µM*	16%
CCCCOc1nc2c(c(=O)n(C)c(=O)n2C)n1C	5%	-11%	-6%
CN1CCN(CCNC(=O)Cn2c(=O)c3cccn3c3ccc(F)cc32)CC1	2%	-11%	-13%
COc1cc(OC)cc(C(=O)N[C@H](C(=O)NC23CC4CC(CC(C4)C2)C3)C(C)C)c1	8%	?	6%
COc1ccc(NC(=O)Cn2c(=O)n(Cc3ccco3)c(=O)c3cc(OC)c(OC)cc32)cc1	-2%	?	.
O=C(CSc1nc(-c2ccccc2)[nH]c1-c1ccc(F)cc1)NC1CCCC1	0%[12.3 µM]	?	.

Profiles, quoted from the list. Values in the order: TDP1 inh | TDP1 cell noCPT | N370S GC
CCOC(=O)c1csc(NC(=O)CSc2nnnn2-c2ccc(OCC)cc2)n1 reads 0% | ? | 12%
CCC(CC)C(=O)OCc1cc(=O)n2nc(C3CC3)sc2n1 reads 6% | ? | .
Cc1cc2c(OCC(O)CNC(C)(C)C)cccc2[nH]1 (stereo not given) reads -1% | -12% | -15%

4 compounds drawn at random from those above:
SMILES	TDP1 inh	TDP1 cell noCPT	N370S GC
CN1CCN(CCNC(=O)Cn2c(=O)c3cccn3c3ccc(F)cc32)CC1	2%	-11%	-13%
C[C@@H](C(=O)Nc1ccc2ccccc2c1)[C@H]1C[C@]1(C)[C@H](NC(=O)c1cccnc1)c1ccccc1	4%&7%	?	-9%&10%
Cc1cc2c(OCC(O)CNC(C)(C)C)cccc2[nH]1 (stereo not given)	-1%	-12%	-15%
CCCCCN(C(=O)NC(=O)Nc1ccccc1C)S(C)(=O)=O	-2%	?	6%

(further entries)
SMILES	TDP1 inh	TDP1 cell noCPT	N370S GC
COc1ccc(N2CC(C(=O)Nc3nnc(SCC(=O)NC(C)(C)C)s3)CC2=O)cc1 (stereo not given)	2%	-1%	2%
CCN(C[C@H]1N[C@@](CC)(C(=O)OC)[C@H]2C(=O)N(Cc3ccccc3)C(=O)[C@@H]12)C(=O)c1ccccc1	2%	?	.
O=C(CSc1ncc(CO)n1Cc1ccccc1)Nc1ccc(C(F)(F)F)cc1	5%	23µM*	.
Cc1ccc(NC(=O)c2ccc(NC(=O)N3CCSc4ncccc43)cc2)c(C)c1	-6%	?	.
Cc1ccc(N=C2C(=O)Nc3ccc(C)c(Br)c32)cc1	.	?	-14%
Cc1nc(N2CCN(c3ccccn3)CC2)c2c(C)c(C(=O)Nc3ccc(F)cc3Cl)sc2n1	3%	21µM*	2%
CC1CN(c2nnc(NC(=O)c3ccccc3)s2)CC(C)O1 (stereo not given)	2%	-11%	-18%
CCCCN(C(=O)CCNC(=O)NC12CC3CC(CC(C3)C1)C2)c1c(N)n(CCCC)c(=O)[nH]c1=O	.	-22%	-20%
O=C(COc1ccc(Cl)cc1)NC1CC1	2%	3%	2%
CCC(CC)NC(=O)COC(=O)c1cccc(C)c1O	0%	-1%	26%
CCCCn1c(N)c(N(CCC(C)C)C(=O)C2=NN(c3ccccc3)C(=O)CC2)c(=O)[nH]c1=O	-4%	14%	.
COc1ccc([N+](=O)[O-])c2c1CCN2C(=O)CC[C@H](N)C(=O)O	5%	-16%	12%
COc1ccc(N=C2C(=Nc3ccc(OC)cc3)N(c3ccc(N(C)C)cc3)C(=S)N2c2ccc(OC)cc2)cc1	8%	1µM*	-11%
Cc1cc(C)c(C(=O)COC(=O)c2cccnc2Cl)c(C)c1	2%	3%	16%
COc1ccc(S(=O)(=O)Cc2ccc(C(=O)N3CCCC3)o2)cc1	3%	0%	-30%
O=C(O)C(CO)(c1ccccc1)c1ccccc1	.	3%	-6%
O=C(COC(=O)CCC(=O)c1ccccc1)NCCc1ccccc1	1%	?	-1%
CC(C)(C)C(=O)COC(=O)CCc1nc2ccccc2[nH]c1=O	2%	-2%	-5%
Cc1cc(NC(=O)CSc2nc3cc(C(=O)NCCCOC(C)C)ccc3c(=O)n2Cc2ccco2)no1	6%	?	8%
Cc1cc(C(=O)N2CCN(c3cc(Cl)ccc3C)CC2)on1	.	-21%	-2%
Cc1c2cnn(CC(=O)N3CCOCC3)c(=O)c2c(C)n1Cc1ccccc1F	.	-17%	1%
CCOc1ccc(CNC(=O)C2CCN(S(=O)(=O)c3ccc4c(c3)CCCC(=O)N4)CC2)cc1	-2%	-18%	-16%
Clc1cccc(-c2cc3nc4c(c(N5CCN(c6cnccn6)CC5)n3n2)CCCC4)c1	2%	?	10%
CCCn1cc(S(=O)(=O)c2cc(C)ccc2C)c(=O)c2cc(F)c(N3CCCCCC3)cc21	7%	-84%	.
COc1ccc(-c2cc(C(F)(F)F)nc(SCC(=O)N3CCOCC3)n2)cc1OC	0%	?	0%

Next part:
SMILES	TDP1 inh	TDP1 cell noCPT	N370S GC
Cc1ncoc1C(=O)N1CCCC(C(=O)c2ccc(-c3ccccc3)c(F)c2)C1 (stereo not given)	-3%	?	-17%
Cc1nnc(Cl)c2nn(-c3ccccc3)c(C)c12	5%	2%	23%
NC(=O)C1(N2CCCCC2)CCN(C(=O)c2cccn3c(=O)c4cc(Cl)ccc4nc23)CC1	0%	-27%	1%
Cc1cccc(NC(=O)c2c(-c3ccccc3)noc2C)n1	5%	-8%	4%
CC(C)(C)CC(C)(C)c1ccc(O)c(Cc2ccc(Cl)cc2Cl)c1	5%	?	1%
CS(=O)(=O)c1ccc(Cl)c(NC(=O)CCN2C(=O)C3CC=CCC3C2=O)c1 (stereo not given)	1%	11%	.
COc1ccc(NC(=O)CN(C)C(=O)Cc2ccc3c(c2)OCCO3)cc1	-8%	-2%	-10%
Fc1ccccc1CNCC1CCCO1 (stereo not given)	.	2%	-3%
O=C(NCC(c1ccco1)N1CCN(c2ccccc2F)CC1)C(=O)NC1CCCC1 (stereo not given)	.	9.2µM*	-13%
CN(C)S(=O)(=O)N1CCCC(C(=O)c2ccc(-c3ccccc3)c(F)c2)C1 (stereo not given)	.	15µM*	4%
CCN(CC)S(=O)(=O)c1cc(NC(=O)c2cccc(N3C(=O)CCC3=O)c2)ccc1Cl	0%	-12%	-14%
COc1ccc(Cl)cc1NC(=O)C1CCCN(c2cc(C)nc3ncnn23)C1 (stereo not given)	7%	?	6%
Cc1c(CC(=O)NCC(=O)O)c(=O)oc2cc3c(cc12)CCC(C)(C)O3	.	-10%	?
COc1ccc(OC)c(CN2C(=O)CCC2(C)C(=O)NC2CCCCCC2)c1 (stereo not given)	2%	4%	4%
COc1ccccc1CN1CCC(CNC(=O)c2cnn(-c3ccccc3Cl)c2C2CCN(C(=O)OC(C)(C)C)CC2)CC1	6%	8.2µM*	.
Cc1cc(C(=O)CN2CCC(C)CC2)c(C)n1-c1ccccc1F	1%	16µM*	-7%
COc1ccc(C2=NN(c3nc(C)cc(C)n3)C(=O)C2)cc1	9%	4%	-17%
COC(=O)c1cccc(NC(=O)CSc2nnc(COc3cccc(C)c3)n2C)c1	3%	1%	-5%
O=C(COC(=O)c1cccc(Br)c1)Nc1ccc2[nH]c(=O)[nH]c2c1	.	13%	-4%
CCCN1CCN(CC(=O)Nc2nnc(C)s2)CC1	0%	1%	-7%
O=C(O)CCNc1nc(-c2ccccc2)c2cc(Br)ccc2n1	.	-11%	-3%
O=C(c1ccoc1)N1CCC(CO)(CCc2ccccc2)CC1	.	-4%	-2%
CCCCNC(=O)c1cc(C)nc2ccccc12	8%	11%	-1%
Cc1ccc(-c2cc(C(=O)NCc3ccccn3)c3ccccc3n2)cc1C	8%	7.3µM*	12%
CN1CCN(c2nc(-c3ccccc3C(F)(F)F)nc3ccccc23)CC1	.	-1%	-26%

Next part:
SMILES	TDP1 inh	TDP1 cell noCPT	N370S GC
CCc1c2c(nc3ccc(OC)cc13)-c1nc3ccccc3c(=O)n1C2	4%	.	18%
O=C(Nc1cccc(O)c1)c1cccc(S(=O)(=O)N2CCCCCC2)c1	3%	?	-2%
COc1cccc(-n2c(=O)c3c4c(sc3n(Cc3ccccc3C#N)c2=O)CCCC4)c1	3%	-14%	.
COc1cccc(C(=O)N2CCCC(Nc3ccc(C)c(C)c3)C2)c1 (stereo not given)	9%	-12%	2%
N#CC1=C(N)OC2=C(C(=O)CCC2)C1c1ccccc1 (stereo not given)	4%	0%	3%
CCOC(=O)c1sc(C)c2c1NC(C)(c1cccs1)NC2=O (stereo not given)	3%	?	4%
Oc1ccc(/C=N/NC(=S)N/N=C/c2ccc(O)cc2)cc1	1%	?	-4%
CCN(NC(=O)C(O)(c1ccccc1)c1ccccc1)C(=O)c1ccccc1	5%	-2%	4%
CCN(CC)C(=O)CSc1nnc2nnc3cc(C)ccc3n12	1%	-4%	-21%
COc1ccc(/C=N/NC(=O)c2cc(C3CC3)[nH]n2)cc1OC	1%	-22%	3%
COC(=O)CC1C(=O)NCCN1C(=O)Nc1ccccc1 (stereo not given)	7%	1%	-13%
Clc1cccc(CN2CCN(Cc3ccco3)CC2)c1	.	-6%	-8%
Cc1ccc(-n2ncc3c2CC(C)(C)CC3NC(=O)c2ccncc2)cc1 (stereo not given)	1%	?	-8%
Cc1ccc(C(=O)CSc2ccccc2C(=O)O)cc1	3%	4%	-2%
CCOC(=O)C(C)(C)Sc1nc2c(cnn2-c2ccc(Cl)cc2)c(=O)[nH]1	2%	?	3%
CC(=O)COc1coc(CN2CCN(c3ccc(F)cc3)CC2)cc1=O	0%	-3%	1%
Cn1c(=O)c2c(nc(CN3CCC(C(N)=O)CC3)n2Cc2ccccc2F)n(C)c1=O	2%	3%	-16%
CCOC(=O)C1=C(C)NC(C)=C(C(=O)OCC)C1C(=O)OC1CCOC1=O (stereo not given)	2%	-17%&8%	-9%
Cc1nn(Cc2ccccc2Cl)c(C)c1NC(=O)c1cc(-c2ccc(F)cc2)on1	7%	-21%	0%
O=S(=O)(Cc1ccccc1)Nc1cccc(F)c1	.	?	1%
CC1CCCN(C/C(O)=C(\C#N)c2nc3ccccc3[nH]2)C1 (stereo not given)	-5%	4%	-1%
Cc1ccc(N(CC(=O)NC2CCCCC2C)S(=O)(=O)c2c(C)noc2C)cc1 (stereo not given)	5%	-3%	?
COC(=O)c1ccc(NC(=O)N2CCOCC2)cc1	-2%	-12%	6%
CCC(=O)NC(=S)N1CCN(c2ccc([N+](=O)[O-])cc2Cl)CC1	1%	?	-1%
Cc1cc(C#N)c2ccccc2n1	-10%	-9%	2%

Taken from above:
N370S GC result of CCOC(=O)c1sc(C)c2c1NC(C)(c1cccs1)NC2=O (stereo not given) reads 4%
TDP1 inh result of CCC(=O)NC(=S)N1CCN(c2ccc([N+](=O)[O-])cc2Cl)CC1 reads 1%

From PubChem

The list is partial; rates above refer to the full screens.
